tim23-1 inh: growth inhibitors of tim23-1 mutant yeast, primary screen, luminescence, uHTS; S. cerevisiae tim23-1 growth, BacTiter-Glo luminescence, 24 h; inhibition, % at 20 µM; hit rate 1.3% among 330,000; AID 463212, 2010;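 active means growth inhibition of the mutant yeast at or above 50%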;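 further: temperature-sensitive mutant grown at 25 °C; plate controls were DMSO-treated mutant yeast for no effect and medium wells lacking yeast for full effect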
NLRP3 yeast inh: NALP3 inflammasome inhibitors in reconstituted yeast, primary screen, luminescence, uHTS; hit rate 0.39% among 330,000; inhibition, % at 10 µM; Yeast reconstituted NLRP3/ASC/caspase-1, beta-gal luminescence, 24 h;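 active means inhibition of 50% or more; inactive means inhibition below 50%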;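 further: plate controls were induced DMSO wells for no effect and uninduced yeast grown without galactose for full effect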
CHOP UPR activ: activators of apoptotic CHOP UPR arm, primary screen, cell-based, CHO-CHOP luciferase reporter, luminescence, uHTS | UPR activation; percent of tunicamycin response over DMSO baseline | activation, % at 10 µM | hit rate 0.34% among 330,000;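 active means at 10 µM dose, activation of 40% or more, normalized to positive control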;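 further: 100% = tunicamycin at 10 µg/mL and 0% = DMSO alone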
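Material: CHO-CHOP cells, stable luciferase reporter of PERK-eIF2a-CHOP signalling; quantity: 500 reporter cells seeded per well; buffer or medium: F12 medium containing 10% fetal bovine serum; compound: one dose, 10 µM in 0.5% DMSO; incubation: 6 h compound treatment, 37 °C; measured by: Steady-Glo luciferase luminescence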
APJ agonist: agonists of human apelin receptor APJ, primary screen, CHO-K1 cells, PathHunter beta-arrestin, luminescence. P35414. 0% DMSO wells, 100% apelin. activation, % at 20 µM. hit rate 0.11% among 330,000;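 active means activation more than six SD over the plate average, tested at 20 µM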;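 further: 0% = DMSO alone and 100% = apelin-13 at 10 nM; some results filed as inactive read as strong as hits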
Target sequence (P35414 whole entry, looked up): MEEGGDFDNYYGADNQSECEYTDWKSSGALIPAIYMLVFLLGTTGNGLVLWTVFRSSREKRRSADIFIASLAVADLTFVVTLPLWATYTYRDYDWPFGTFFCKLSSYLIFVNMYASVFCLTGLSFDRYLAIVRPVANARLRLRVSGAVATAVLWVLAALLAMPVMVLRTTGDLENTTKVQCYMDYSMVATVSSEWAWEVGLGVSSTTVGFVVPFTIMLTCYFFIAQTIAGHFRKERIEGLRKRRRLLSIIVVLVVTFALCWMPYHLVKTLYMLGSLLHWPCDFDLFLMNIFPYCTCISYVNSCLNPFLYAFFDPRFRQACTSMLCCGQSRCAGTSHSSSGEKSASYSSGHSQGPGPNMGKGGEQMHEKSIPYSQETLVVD
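Incubation: overnight seeding, 90 min compound at 25 °C, 1 h detection; test system: PathHunter CHO-K1 APJ (AGTRL-1) beta-arrestin reporter cells; amount: 1000 cells/well; doses: one dose, 20 µM compound, 1% DMSO; measured by: beta-gal luminescence; measure: agonist-driven arrestin binding to APJ; benchmarks: negative DMSO alone, positive Apelin-13 at 10 nM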
UPR XBP1 act: activators of adaptive XBP1 UPR arm, primary screen, cell-based, CHO-XBP1 luciferase reporter, luminescence, uHTS; IRE1-XBP1 UPR activation; percent of tunicamycin response, DMSO as zero; activation, % at 20 µM; hit rate 0.33% among 330,000;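 active means versus positive control, 20 µM dose yields 30% or more activation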;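 further: 100% = tunicamycin at 10 µg/mL and 0% = DMSO only wells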
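Material: CHO-XBP1 cells stably carrying IRE1-XBP1-driven luciferase reporter | Medium: F12 with 10% serum | Compound dosing: 20 µM single concentration, DMSO 1% | Incubation: Overnight seeding at 37 °C, 6 h compound treatment at 37 °C | Detection: Steady-Glo luminescence read | Read-out basis: % activation of reporter signal versus tunicamycin and DMSO controls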
tim10-1 inh: growth inhibitors of tim10-1 mutant yeast, primary screen, luminescence, uHTS; S. cerevisiae tim10-1 ts strain growth, BacTiter-Glo, 24 h; inhibition, % at 20 µM; hit rate 2.2% among 330,000;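 active means inhibition of at least 40%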;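 further: mutant grown at 25 °C; 0% = DMSO wells with yeast and 100% = wells holding no yeast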
Mdm2 MdmX PPI: inhibitors of human Mdm2-MdmX association, primary screen, cell-based, luminescence, split luciferase, SaOS-2, uHTS | Protein Mdm4 (Homo sapiens) + E3 ubiquitin-protein ligase Mdm2 (Homo sapiens), … | SaOS-2 split-luciferase Mdm2/MdmX complementation | inhibition, % at 8 µM | hit rate 3% among 330,000 | AID 485346, 2010;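 active means inhibition of at least 50% at 8 µM in the primary screen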
TIM10 inh: growth inhibitors of isogenic TIM10 control yeast, primary screen, counter-screen for tim10-1 yeast inhibitor project, luminescence, uHTS | S. cerevisiae TIM10 strain growth, BacTiter-Glo luminescence, 24 h | inhibition, % at 10 µM | hit rate 1.4% among 330,000 | AID 463195, 2010;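 active means inhibition of 40% or more at the single tested concentration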;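 further: wild-type TIM10 isogenic control strain grown at permissive 25 °C; 0% = DMSO yeast wells and 100% = minimal medium wells without yeast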
NR3A LBD binder: binders of NR3A ligand-binding domain, primary screen, biophysical, differential scanning fluorimetry, uHTS; NR3A LBD differential scanning fluorimetry, Tm shift; 0% = protein alone, 100% = glycine-bound protein; Tm shift relative to glycine control, % at 25 µM; hit rate 2.5% among 340,000;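 active means melting temperature shift of at least 10% of the positive control shift, at one fixed dose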
Starred values were filed as active, the others as inactive; / = no result given.

SMILES	tim23-1 inh	NLRP3 yeast inh	CHOP UPR activ	APJ agonist	UPR XBP1 act	tim10-1 inh	Mdm2 MdmX PPI	TIM10 inh	NR3A LBD binder
COc1ccccc1N(C(C)=O)c1nc(C)cc(C)c1C#N	7	12	-2.5	-3	2	5	16	-12	19*
c1ccc(CNc2nc(-c3cccnc3)nc3ccccc23)cc1	39	20	-0.8	-1	4	26	16	-27	-4
COc1cc(C(=O)N[C@H](C(=O)NC2CCCc3ccccc32)C(C)C)cc(OC)c1OC (stereo not given in full)	3	10	3.0	-4	0	2	-2	16	-1
O=C(NNC(=O)c1ccccc1Cl)c1ccc(-n2cncn2)c([N+](=O)[O-])c1	8	-9	-0.2	-3	0	2	-20	1	3
COc1ccc(NS(=O)(=O)c2ccc(N/N=C/c3ccc(N4CCOCC4)cc3)c([N+](=O)[O-])c2)cc1	-26	-7	0.1	-2	2	-2	28	-14	-11
CN(C)c1ncnc(N(C)C)c1[N+](=O)[O-]	-4	8	0.3	-2	-2	-8	16	-4	0
COc1cc(OC)c2ccc(=O)oc2c1C(CC(=O)N1CCN(c2ccccc2)CC1)c1ccc2c(c1)OCO2 (stereo not given)	11	18	2.8	2	2	2	32	6	-1
COc1ccc(S(=O)(=O)NCC2CCCN(Cc3ccc(O)cc3)C2)cc1 (stereo not given)	8	0	0.6	-5	-1	15	16	0	1
O=C(Cn1ccc(C(F)(F)F)n1)N=Nc1c(O)[nH]c2ccccc12	11	8	-0.2	-2	-2	15	27	24	-11
COc1ccc(NC(=O)Nc2c[nH]c(=O)[nH]c2=O)cc1	18	10	2.2	-1	-5	13	2	-3	-1
CCc1ccc(NC(=O)c2cc(C)no2)cc1	7	13	3.8	-3	-3	9	-16	-13	0
O=C(CN1CCN(c2ccc(O)cc2)CC1)Nc1ccccc1C(=O)NCCc1ccccc1	5	9	2.0	-1	6	14	18	4	-4
CC1(C)CNC(=O)c2sc(N3CCOCC3)nc2C1	5	-1	0.7	-6	-5	-10	47	3	-13
COc1ccc(C(=O)N/C(=C\c2ccccc2)C(=O)NC(CCSC)C(=O)O)cc1 (stereo not given)	9	13	0.5	-3	0	14	10	-8	2
CN(CCN(C)C(=O)c1[nH]cnc1C(=O)Nc1ccccc1)C(=O)c1[nH]cnc1C(=O)Nc1ccccc1	15	9	0.9	-3	1	16	13	2	-5
CC1CN=C(N(C(=O)Nc2ccccc2)C(C)C)S1 (stereo not given)	-3	-6	-0.1	-3	-1	2	9	7	-2
CC(NCc1cccc(S(=O)(=O)N(C)C)c1)c1ccc(F)cc1 (stereo not given)	5	4	1.3	-6	1	10	-6	2	-1
Cc1cc(C)cc(NC(=O)CSc2ncc(S(=O)(=O)c3ccccc3)c(=O)[nH]2)c1	6	-3	0.4	1	-1	15	10	10	/
O=C(CSc1nc2cc(S(=O)(=O)N3CCOCC3)ccc2o1)NC1CCCc2ccccc21 (stereo not given)	11	0	-0.2	-2	-3	33	-8	3	-4
CCc1ccccc1Nc1nc(N)nc(CSc2nnc3ccccn23)n1	13	-6	-0.4	-1	3	8	-25	-13	-2
NS(=O)(=O)c1ccc(CCNC(=O)CSc2nc3ccsc3c(=O)n2C2CC2)cc1	9	-2	0.8	1	2	4	25	1	-14
CCN(CC(=O)Nc1c(F)cccc1F)C(=O)/C=C/c1ccc(S(=O)(=O)N2CCCCCC2)cc1	9	20	-0.6	1	-5	16	17	9	-2
CC(C)N1CCC(NC(=O)Nc2ccc3c(c2)OCO3)CC1	10	17	0.8	-5	1	-3	-17	-12	0
O=C1[C@H]2[C@@H](c3ccc(F)cc3)N3C(=O)N(c4cccc(F)c4)C(=O)[C@@]3(Cc3ccc(Cl)cc3)[C@H]2C(=O)N1C1CCCCC1	24	12	3.8	-2	2	15	3	9	10
O=C(NNS(=O)(=O)c1ccccc1)c1ccc(F)cc1	-7	6	-1.5	0	-5	11	-14	-3	-1

Quoted from the listing.
tim10-1 inh with `CCc1ccc(NC(=O)c2cc(C)no2)cc1` reads 9
CHOP UPR activ with `COc1ccccc1N(C(C)=O)c1nc(C)cc(C)c1C#N` reads -2.5
tim23-1 inh with `CC(C)N1CCC(NC(=O)Nc2ccc3c(c2)OCO3)CC1` reads 10

Going on with the list:
SMILES	tim23-1 inh	NLRP3 yeast inh	CHOP UPR activ	APJ agonist	UPR XBP1 act	tim10-1 inh	Mdm2 MdmX PPI	TIM10 inh	NR3A LBD binder
COc1cccc(OCc2cc(C(=O)N(Cc3ccccc3)CC3CC3)no2)c1	33	-8	1.7	-1	4	32	29	18	-1
COc1ccc(OCCCN2CCCC(C)C2)cc1 (stereo not given)	-12	4	0.5	-4	1	10	11	4	0
CCCCOc1ccc(-c2cn3ccccc3n2)cc1[N+](=O)[O-]	-1	26	3.4	0	0	23	-95	22	8
Cc1ccc(CNC(=O)c2c(-c3ccccc3)noc2C)cc1	3	18	2.3	-1	-1	1	-12	21	1
C=CCN1C(=O)C2(OCCCO2)c2ccccc21	15	9	0.4	-1	-2	-1	16	10	-4
CC(=O)Nc1ccc(NC(=O)CN(c2ccc(C(C)C)cc2)S(=O)(=O)c2ccccc2)cc1	-9	16	-0.6	-2	-3	3	3	0	-13
CCC1(CC)C(=O)C2=C3C1[C@H](C(=O)OC)C=C(C(=O)OC)C[C@H]3n1c(=O)n(C)c(=O)n1[C@H]2C (stereo not given in full)	-4	13	0.1	-1	-1	-19	8	1	0
COc1ccc(NC(=O)c2cc3ccccn3n2)cc1	31	42	-0.9	-1	-3	21	-108	1	-40
OCc1nn2c(c1Br)NC(c1ccccc1)CC2C(F)(F)F (stereo not given)	7	31	-2.2	0	-2	15	33	0	-3
O=C(C[C@H]1C[C@H](C(=O)N2CCCCC2)[C@@]2(CCc3ccccc3)c3[nH]c4ccc(Cl)cc4c3CCN2C1=O)NCCCn1ccnc1	30	/	9.5	/	9	11	49	6	-14
C[C@@]12C(=O)N(Cc3ccccc3)CC(=O)N1[C@H](/C=C/c1ccccc1)[C@@H]1C(=O)N(c3ccccc3)C(=O)[C@@H]12	-2	14	2.7	0	-1	-5	12	6	1
O=C(CSc1nccn1-c1ccccc1)c1ccc(Br)cc1	10	35	-5.8	-1	-2	21	6	11	3
CCn1cc(/C=C/C(=O)Nc2ccn(Cc3c(F)c(F)c(F)c(F)c3F)n2)cn1	13	-1	2.0	1	-1	27	-2	-13	1
Cc1ccc(C(C)C)c(OCC(=O)Nc2cccc(S(=O)(=O)NC3=NCCCCC3)c2)c1	16	10	-0.6	1	-7	30	19	14	-2
CC(C)(C)c1ccccc1NC(=O)c1ccco1	7	1	0.1	-2	0	12	33	-4	-1
CCOC(=O)C1=C(C)NC(C)=C(C(=O)OCC)C1C(=O)OCC(=O)N(C)C	11	5	-0.3	-4	-1	-14	-9	1	0
COc1ccc(Nc2nnc(SCc3cc(=O)n4ccsc4n3)s2)cc1	0	6	1.5	12	5	18	-9	14	1
O=C(Nc1nc2c(F)cc(F)cc2s1)C1CC(=O)N(Cc2ccco2)C1 (stereo not given)	-2	1	4.4	-2	0	-3	-1	0	1
COc1cc2c(cc1OC)/C(=C/C(=O)c1ccc(F)cc1)NCC2	31	3	-0.1	-1	7	24	43	20	-1
COC(=O)Nc1ccc(OCc2ccccc2)cc1	10	14	2.3	5	-4	8	-35	8	-32
CCOc1ccc(S(=O)(=O)NCc2ccco2)c2ccccc12	42	3	-0.2	1	-2	-6	-4	12	-40
C=CCC1NS(=O)(=O)OC(CCCC)C1O (stereo not given)	-1	7	0.0	4	-2	-8	-23	-5	-1
N#CC1=C(N)NC(SCC(=O)c2ccc(Cl)cc2)=C(C#N)C12CCCC2	17	17	0.5	3	-6	28	13	16	6
O=C1CC(NNC(=O)c2cccc(F)c2)C(=O)N1 (stereo not given)	1	16	1.2	-4	7	6	7	9	3
Cc1ccc(S(=O)(=O)NCc2ccc(C(=O)N3CCCC3)cc2)cc1	-4	10	-0.4	-2	0	4	-10	3	-1

NR3A LBD binder, what is marked active above.
molecule | NLRP3 yeast inh | Mdm2 MdmX PPI | NR3A LBD binder
COc1ccccc1N(C(C)=O)c1nc(C)cc(C)c1C#N | 12 | 16 | 19*

The main list resumes, starting two compounds before the break.
SMILES	tim23-1 inh	NLRP3 yeast inh	CHOP UPR activ	APJ agonist	UPR XBP1 act	tim10-1 inh	Mdm2 MdmX PPI	TIM10 inh	NR3A LBD binder
O=C1CC(NNC(=O)c2cccc(F)c2)C(=O)N1 (stereo not given)	1	16	1.2	-4	7	6	7	9	3
Cc1ccc(S(=O)(=O)NCc2ccc(C(=O)N3CCCC3)cc2)cc1	-4	10	-0.4	-2	0	4	-10	3	-1
Cc1occc1C(=O)N/N=C/C=C\c1ccccc1[N+](=O)[O-]	9	3	2.1	-2	-1	6	-22	3	-3
CNC(=O)c1cc2cc(Cc3ccccc3Cl)ccc2oc1=O	14	2	0.0	-3	0	33	10	-11	-1
CCCCn1c(SCC(=O)N2CCCc3ccccc32)nc2c1c(=O)n(C)c(=O)n2C	27	-15	-0.1	0	3	22	10	19	0
O=C(Nc1ccc(S(=O)(=O)Nc2nccs2)cc1)c1cc(-c2ccncc2)nc2ccccc12	-9	9	-0.9	-2	-1	-1	27	-3	-1
NC(=O)C1CCN(C(=O)c2ccc(Oc3ccccc3)cc2)CC1	21	16	2.2	-2	0	-2	-14	-15	1
COc1ccc(Br)c(C(=O)Nn2c(C)nc3ccccc3c2=O)c1	25	-4	-0.7	1	-2	31	-7	28	3
CS(=O)(=O)c1ccc(Cl)c(NC(=O)COC(=O)CCc2c[nH]c3ccccc23)c1	2	16	-2.6	-3	-3	6	0	-8	-2
Cc1onc(-c2ccccc2)c1-c1n[nH]c(=S)n1-c1ccccc1	7	19	2.2	3	1	4	-2	15	2
Cc1ccccc1N(CC(=O)NC1CCCCC1)C(=O)CCC(=O)Nc1nccs1	-3	16	2.6	-1	0	-2	16	-2	0
O=C(c1ccccc1F)N1CCN(S(=O)(=O)c2ccc(S(=O)(=O)N3CCCCCC3)cc2)CC1	-24	-8	-0.7	-2	-1	-11	29	-23	1
Cc1ccc(-c2noc(CN(C(=O)Cc3ccccc3)C(C)C)n2)cc1	33	16	-1.1	-2	-1	31	10	28	-2
CC(C)Oc1ccccc1/C=N/NC(=O)c1ccc(F)cc1	23	17	1.2	-3	2	7	-27	8	-6
Cc1cc(C(=O)CSc2nnc(N)s2)c(C)n1Cc1ccco1	12	4	-2.6	-3	-2	8	-70	20	-1
COc1cccc(-c2cc3nc(-c4ccccc4)cc(N4CCC5(CC4)OCCO5)n3n2)c1	14	27	0.7	1	-1	-5	26	22	-6
CCOC(=O)Nc1ccc(C(=O)NCC2CCCO2)cc1 (stereo not given)	27	-10	0.8	-2	-1	43*	21	9	1
